Source: PubChem BioAssay (several laboratories)
Pf gametocyte: late stage P. falciparum gametocyte viability inhibitors, primary screen, ATP luminescence, HTS. P. falciparum stage V gametocytes, 24 h. inhibition, % at 10.9 µM. 0.065% of 150,000 active;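 active = inhibition above the mean plus 3 SD of compounds within the control limits, set per campaign, cut at about 38% in these data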;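 note: 0% = DMSO wells and 100% = medium only without gametocytes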
ABCB1 block: ABCB1 efflux pump inhibitors, primary screen, cell-based, multiplex, flow cytometry, ABCG2 counter-screen; ATP-dependent translocase ABCB1 (Homo sapiens), P08183; inhibition, % at 6.6 µM; CCRF-Adr cells, JC-1 efflux; 0.067% of 190,000 active; AID 1326, 2008; in the data active = inhibition above about 40%;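 note: 0% = vehicle and 100% = reference inhibitor; higher value means more JC-1 retained so stronger ABCB1 efflux block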
Avidin fluor: green autofluorescence of compounds with avidin beads – biophysical, 488/530 nm, flow cytometry, artefact control, profiling panel; compound fluorescence 488/530 nm; stronger effect = higher value; fluorescence (KMESF) at 10 µM; 0.38% of 220,000 active; AID 1775, 2009; in the data active = fluorescence above about 47; note: inactives centre near 10
Rac1 wt GTP bind: wildtype Rac1 GTP binding modulators, primary screen, biochemical, GST-Rac1 beads, flow cytometry, multiplex | Ras-related C3 botulinum toxin substrate 1 (Homo sapiens), P63000 | fluorescent GTP binding; actives lie on both sides; 0 = cold GTP competed, 100 = untreated | 0.27% of 190,000 active | GTP binding activity (% of control), % at 10 µM;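 active = GTP binding activity at least 20 points away from the 100% control level, either lower or higher; inconclusive = compound flagged as likely green fluorescent, judged across all proteins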
Rac1 act GTP bind: GTP binding modulators of activated mutant Rac1, primary screen, biochemical, bead-based flow cytometry, multiplex, fluorescent GTP | GST-Rac1 activated beads; actives lie on both sides; 100% means binding = to untreated wells | percent activity (GTP binding), % at 10 µM | AID 764, 2007 | 0.11% of 190,000 active;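 active = GTP binding at least 20 percentage points away from the 100% baseline, in either direction, so actives lie on both sides; inconclusive = Compound likely fluorescent itself, or too few beads counted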
HRas wt GTP: modulators of GTP binding to HRas wildtype, primary screen, biochemical, bead-based flow cytometry, multiplex. GTPase HRas (Homo sapiens), P01112. GST-Ras wt beads, Bodipy-FL-GTP binding; actives lie on both sides. 0.14% of 190,000 active. GTP binding activity, % at 10 µM;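 active = GTP binding activity at least 20% away from the 100% baseline, either lowered as inhibitor or raised as activator; inconclusive = flagged as likely green fluorescent, judged across all proteins in the well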;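 note: 0% = unlabeled GTP competition control and 100% = no-compound control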
Rab2 wt GTP: modulators of GTP binding to Rab2A wildtype, primary screen, biochemical, dog, bead-based flow cytometry, multiplex. Ras-related protein Rab-2A (Canis lupus familiaris), P61105. GST-Rab2 wt beads, Bodipy-GTP binding. GTP binding activity, % at 10 µM. 0.19% of 190,000 active;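 active = GTP binding activity at least 20 points away from 100%, either lowered or raised; inconclusive = signal likely due to the compound's own green fluorescence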;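 note: 0% = beads with excess unlabeled GTP and 100% = no-compound control corrected for plate trend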
Mcl1-Noxa inh: Mcl-1/Noxa binding inhibitors, primary screen, biochemical, TR-FRET, 1536-well; Induced myeloid leukemia cell differentiation protein Mcl-1 (Homo sapiens), Q07820; TR-FRET Mcl-1/Noxa peptide binding, 2 h; inhibition, % at 21.7 µM; 1.5% of 220,000 active; AID 1022, 2008;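 active = compounds that cut the protein-peptide binding signal by more than 50% relative to plate controls in a single-dose test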;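 note: His-tagged Mcl-1 with rhodamine Noxa BH3 peptide and terbium anti-His antibody; 0% = Mcl-1 plus Noxa peptide wells and 100% = peptide-only wells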
ABCG2 inh: ABCG2 efflux pump inhibitors, primary screen, multiplex with ABCB1, IgMXP3 cells, flow cytometry. JC-1 efflux. inhibition, % at 6.6 µM. 0.1% of 190,000 active;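 active = inhibition above 80%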;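 note: 0% = DMSO and 100% = nicardipine control wells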
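material = IgMXP3 (ABCG2) plus far-red-tagged CCRF-Adr (ABCB1) cells | amount = 3 million cells/mL, equal mix of both lines | also added = JC-1 transporter substrate | dosing = one concentration, 6.6 µM final | schedule = 10 min at 25 °C | measured by = flow cytometric JC-1 green MFI at 530 nm | read-out basis = percent efflux inhibition, scaled nicardipine 100% to DMSO 0%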
Cdc42 wt: modulators of GTP binding to wildtype Cdc42, primary screen, biochemical, multiplex bead flow cytometry, Bodipy-GTP; 0.2% of 190,000 active; percent activity (GTP binding), % at 10 µM; GST-Cdc42 beads; actives lie on both sides;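 active = percent activity GTP binding at least 20 points away from the 100% baseline, either down as inhibitor or up as activator; inconclusive = compound flagged as likely green fluorescent from well-wide comparison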;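 note: median bead fluorescence of bound Bodipy-FL-GTP at 100 nM; 0% = excess unlabeled GTP control and 100% = no compound control; below 100% means less GTP binding so inhibitor and above means activator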
Rab7 wt GTP bind: modulators of GTP binding to Rab7, primary screen, biochemical, wildtype, multiplex bead flow cytometry | 0.055% of 190,000 active | GST-Rab7 beads, fluorescent GTP binding; actives lie on both sides; untreated = 100%, excess cold GTP = 0% | GTP binding activity (percent of control), % at 10 µM;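 active = fluorescent GTP binding to Rab7 beads changed by at least 20 points from the 100% baseline, either direction, mostly lower; inconclusive = compound itself probably fluorescent, or too few beads counted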;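 note: median green fluorescence of bound Bodipy-FL-GTP per Rab7 bead population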
Active calls of the source: *; ? = inconclusive; . = no result given.

SMILES	Pf gametocyte	ABCB1 block	Avidin fluor	Rac1 wt GTP bind	Rac1 act GTP bind	HRas wt GTP	Rab2 wt GTP	Mcl1-Noxa inh	ABCG2 inh	Cdc42 wt	Rab7 wt GTP bind
CCOc1ccc(-c2nnc(N)o2)cc1	-20.9	0.0	11	99.0	100.0	104.0	100.0	6.7	0.2	102.0	101.0
CCN1CCN(C(=O)c2cc3c(=O)n(C)c4ccccc4c3n2C)CC1	.	0.8	7	102.0	99.0	99.0	100.0	0.8	1.8	101.0	101.0
COc1ccc(NC(=O)c2cn(CCC#N)nc2-c2cccs2)cc1	.	-0.1	10	102.0	102.0	101.0	100.0	10.6	11.1	99.0	103.0
COC(=O)CSc1nc2c(c(=O)[nH]c(=O)n2C)n1CCC(C)C	.	1.5	6	?	?	?	?	15.7	7.6	?	?
COc1cc(CC(C#N)(CO)c2nc3ccccc3[nH]2)ccc1OC(F)F (stereo not given)	-9.8	0.4	18	103.0	99.0	99.0	98.0	13.0	14.7	100.0	98.0
Cc1cc(C(C)(C)C)cc(S(=O)(=O)NCC(=O)O)c1C	.	1.1	14	104.0	96.0	100.0	100.0	-17.0	16.9	101.0	100.0
CCCCn1nc2cc(C(=O)NCc3cc(C(F)(F)F)cc(C(F)(F)F)c3)ccc2c1OC	.	0.0	11	99.0	97.0	99.0	100.0	14.9	2.4	100.0	101.0
CCn1c2ccccc2c2nnc(SCc3ccccc3)nc21	.	2.3	27	103.0	98.0	99.0	98.0	-10.1	21.0	102.0	100.0
O=c1[nH][nH]c(-c2ccccc2O)c1C(C[N+](=O)[O-])c1ccccc1 (stereo not given)	-0.9	0.1	3	?	?	?	?	17.1	2.2	?	?
OC(CNCC1CCCO1)Cn1c2ccc(Cl)cc2c2cc(Cl)ccc21 (stereo not given)	.	0.3	35	?	?	?	?	20.6	0.2	?	?
Cc1ccc(-c2nnc(SCC(=O)N/N=C/c3ccc(C)s3)n2-c2ccc(C)cc2)cc1	.	0.6	16	103.0	98.0	100.0	99.0	22.5	3.2	96.0	99.0
COc1ccccc1N=NC1=C(O)CC(C)(C)CC1=O	.	0.3	5	103.0	100.0	101.0	102.0	-5.5	8.2	99.0	101.0
CNS(=O)(=O)c1cccc(C(=O)OCC(=O)/C=C2/N(C)c3ccccc3C2(C)C)c1	-9.2	0.5	10	102.0	100.0	102.0	100.0	-4.1	8.8	102.0	100.0
O=C(CSc1nncn1-c1ccccc1)c1c[nH]c2ccccc12	1.9	-0.7	11	105.0	98.0	100.0	100.0	15.1	0.0	100.0	100.0
CCCN1C(=O)C2(SC(NC(C)=O)=NN2C(C)=O)c2cc(C)ccc21 (stereo not given)	15.7	0.4	13	107.0	96.0	100.0	100.0	4.0	4.9	98.0	105.0
Cc1cc(C)c(NC(=O)c2ccc[n+](Cc3ccc([N+](=O)[O-])cc3)c2)c(C)c1	5.2	0.9	3	103.0	97.0	100.0	98.0	11.6	6.2	103.0	98.0
Cc1cc(C)nc(Nc2n[nH]c(-c3ccc(N)cc3)n2)n1	-3.0	0.1	10	100.0	101.0	100.0	99.0	22.9	3.2	98.0	100.0
CC1(C)CC(=O)C(C(C2=C(O)CC(C)(C)CC2=O)c2ccco2)C(=O)C1 (stereo not given)	.	-0.4	8	98.0	99.0	99.0	98.0	14.9	-2.8	99.0	98.0
Cc1ccc(-c2cc(C(=O)N3CCCC3)no2)cc1	.	0.8	7	97.0	95.0	98.0	97.0	1.5	4.6	101.0	92.0
Cc1c(CNCCc2ccc(Cl)cc2)c(C(=O)O)c(C)n1Cc1ccccc1	17.3	0.6	25	86.0	83.0	88.0	81.0	8.9	1.6	80.0	87.0
COC(=O)c1sccc1NC(=O)c1ccncc1	.	0.2	5	97.0	96.0	99.0	96.0	-7.4	2.7	97.0	98.0
Cc1ccc(S(=O)(=O)N[C@H](C(=O)OCn2nnc3ccccc3c2=O)C(C)C)cc1	.	1.3	10	110.0	100.0	105.0	105.0	7.3	2.4	105.0	106.0
C=CCOc1ccc(C=Nc2ccc(OC)cc2)c(O)c1	1.6	0.2	5	101.0	98.0	99.0	99.0	-1.9	1.0	97.0	105.0
COc1ccc2nc(SCC(=O)Nc3ccc4c(c3)OCCO4)[nH]c2c1	.	0.2	38	101.0	99.0	101.0	98.0	-1.3	2.2	101.0	100.0
COc1ccccc1CNC(=O)C(NC(=O)c1ccccc1C)C(C)C (stereo not given)	0.1	0.1	22	98.0	97.0	98.0	98.0	-2.3	0.7	99.0	97.0
Cc1ccc(C(=O)Nc2ccc3c(c2)ncn3C)cc1	.	0.0	42	99.0	99.0	100.0	98.0	7.8	0.9	103.0	96.0
Cc1cc(-c2ccccc2)c(C#N)c(=S)[nH]1	4.9	-0.7	9	94.0	92.0	94.0	90.0	30.9	1.3	96.0	96.0
O=C(NC1(C(F)(F)F)NC(=O)N(Cc2cccnc2)C1=O)c1cccs1 (stereo not given)	-29.6	0.5	38	?	?	?	?	-11.8	1.4	?	?
CCNc1nc(SC(C)C(=O)Nc2ccccc2)nc(N(C)C)n1 (stereo not given)	-6.9	0.7	13	101.0	99.0	98.0	99.0	4.9	4.8	103.0	107.0
CC(=O)Nc1ccc(OCC(O)CN2CCN(Cc3ccccc3)CC2)cc1 (stereo not given)	-11.8	0.4	29	99.0	97.0	99.0	99.0	-1.6	1.9	99.0	95.0
CC(=O)c1cccc(NC(=O)NCCS(C)=O)c1 (stereo not given)	.	0.4	10	98.0	97.0	99.0	96.0	-6.8	1.3	99.0	92.0
CNC(=S)Nc1sc2c(c1C(=O)OC)CCC2	-21.2	1.2	6	95.0	93.0	97.0	97.0	75.0*	5.0	95.0	101.0
CCN(C(=O)COC(=O)c1ccc(N2C(=O)c3ccccc3C2=O)cc1)C1CCS(=O)(=O)C1 (stereo not given)	-4.3	0.1	11	100.0	97.0	96.0	94.0	-7.9	1.2	94.0	96.0
O=C1NC(=O)C2(CCC(C(=O)O)C2)N1 (stereo not given)	.	0.3	8	103.0	97.0	99.0	97.0	12.9	-6.4	99.0	98.0
COc1ccc(C(=O)Nc2ncc3c(n2)CC(C)CC3=O)cc1 (stereo not given)	-19.1	0.2	5	103.0	96.0	98.0	97.0	14.6	12.6	98.0	98.0
COc1cc(O)cc2occ(-c3ccc(O)cc3)c(=O)c12	.	0.4	7	?	?	?	?	11.4	2.1	?	?
COc1ccccc1CNC(=O)c1c(O)c2cc(OC)c(OC)cc2[nH]c1=O	5.4	1.0	7	99.0	99.0	100.0	98.0	4.8	4.1	98.0	98.0
Cc1cc(C(=O)COC(=O)c2ccc([N+](=O)[O-])o2)c(C)n1CC1CCCO1 (stereo not given)	10.6	0.0	8	90.0	90.0	95.0	97.0	22.8	14.1	92.0	101.0
COC(=O)CCN1CCC(C(N)=O)CC1	11.2	-0.1	30	95.0	95.0	96.0	97.0	-9.2	-0.7	96.0	96.0
CSc1nc(Cc2ccccc2)nc2ccccc12	-3.6	0.3	7	94.0	94.0	97.0	96.0	13.1	2.2	92.0	99.0

An excerpt from above in order of count of non-hydrogen atoms, highest first.
SMILES	Pf gametocyte	ABCB1 block	Avidin fluor	Rac1 wt GTP bind	Rac1 act GTP bind	HRas wt GTP	Rab2 wt GTP	Mcl1-Noxa inh	ABCG2 inh	Cdc42 wt	Rab7 wt GTP bind
Cc1cc(C(=O)COC(=O)c2ccc([N+](=O)[O-])o2)c(C)n1CC1CCCO1 (stereo not given)	10.6	0.0	8	90.0	90.0	95.0	97.0	22.8	14.1	92.0	101.0
CSc1nc(Cc2ccccc2)nc2ccccc12	-3.6	0.3	7	94.0	94.0	97.0	96.0	13.1	2.2	92.0	99.0
COC(=O)c1sccc1NC(=O)c1ccncc1	.	0.2	5	97.0	96.0	99.0	96.0	-7.4	2.7	97.0	98.0

The results go on.
SMILES	Pf gametocyte	ABCB1 block	Avidin fluor	Rac1 wt GTP bind	Rac1 act GTP bind	HRas wt GTP	Rab2 wt GTP	Mcl1-Noxa inh	ABCG2 inh	Cdc42 wt	Rab7 wt GTP bind
Nc1nc(N)nc(-c2ccccn2)n1	.	-0.8	13	95.0	96.0	98.0	97.0	-17.1	0.0	96.0	100.0
O=C(CSc1n[nH]c(-c2ccc(S(=O)(=O)NC3CCCCC3)cc2)n1)N1CCCC1	.	-0.1	10	101.0	97.0	100.0	99.0	.	14.8	101.0	97.0
CCn1c2ccccc2c2cc(NC(=O)CSc3nccc(=O)[nH]3)ccc21	-20.5	0.1	9	99.0	93.0	98.0	97.0	11.6	-0.1	103.0	98.0
CCC(C)c1ccc(S(=O)(=O)N2CC(=O)Nc3ccccc32)cc1 (stereo not given)	.	0.9	13	98.0	98.0	99.0	101.0	6.0	3.2	102.0	103.0
O=C(c1ccc(CN2CCOCC2)cc1)N1CCN(Cc2ccccc2)CC1	-10.2	0.4	9	99.0	98.0	101.0	98.0	10.8	2.0	99.0	98.0
COc1ccc2c(c1OC)C(=O)N1c3ccccc3SC21 (stereo not given)	.	0.2	35	?	?	?	?	2.9	1.7	?	?
CC1CN(CC(=O)Nc2cccc(C(=O)Nc3cccc(C(F)(F)F)c3)c2)CC(C)O1 (stereo not given)	-10.8	0.4	38	103.0	100.0	101.0	101.0	7.1	0.8	102.0	101.0
COc1ccc(-n2nc(C(=O)NCC(=O)NCC3COc4ccccc4O3)c3ccccc3c2=O)cc1OC (stereo not given)	-1.8	-0.1	10	97.0	97.0	96.0	95.0	0.2	0.8	93.0	90.0
CCCCCCSc1nsc(NC(=O)CC(C)C)n1	1.1	-0.7	4	103.0	101.0	98.0	95.0	0.2	-4.0	95.0	97.0
Cc1cc(CN(C)C(=O)CC2C(=O)NCCN2CC(c2ccccc2)c2ccccc2)on1 (stereo not given)	.	0.4	10	100.0	96.0	100.0	99.0	12.8	0.9	107.0	98.0
COC(=O)CN(C#N)c1nc(N(C)C)nc(N(C)C)n1	2.2	0.2	11	100.0	96.0	100.0	97.0	5.0	0.3	101.0	98.0

Outcome played no part in choosing rows; 2.3% or so of the library scored in one or more.
